# PrPC surface inh: reduces human prion protein on the cell surface; inhibition, % at 13.8 µM; cell surface PrPC, TR-FRET read-out; 370,000 compounds, 0.43% hits; P04156; in the data active means inhibition above about 24%; further: 0% = median of the test wells and 100% = reference compound wells
# TcdB inh: blocks C. difficile toxin B glycohydrolase activity; P18177; TcdB glycohydrolase enzymatic assay, plate reader; inhibition, % at 9.99 µM; 350,000 compounds, 0.24% hits; AID 652162; in the data active means inhibition above about 10%
# Target sequence (P18177 whole entry, looked up): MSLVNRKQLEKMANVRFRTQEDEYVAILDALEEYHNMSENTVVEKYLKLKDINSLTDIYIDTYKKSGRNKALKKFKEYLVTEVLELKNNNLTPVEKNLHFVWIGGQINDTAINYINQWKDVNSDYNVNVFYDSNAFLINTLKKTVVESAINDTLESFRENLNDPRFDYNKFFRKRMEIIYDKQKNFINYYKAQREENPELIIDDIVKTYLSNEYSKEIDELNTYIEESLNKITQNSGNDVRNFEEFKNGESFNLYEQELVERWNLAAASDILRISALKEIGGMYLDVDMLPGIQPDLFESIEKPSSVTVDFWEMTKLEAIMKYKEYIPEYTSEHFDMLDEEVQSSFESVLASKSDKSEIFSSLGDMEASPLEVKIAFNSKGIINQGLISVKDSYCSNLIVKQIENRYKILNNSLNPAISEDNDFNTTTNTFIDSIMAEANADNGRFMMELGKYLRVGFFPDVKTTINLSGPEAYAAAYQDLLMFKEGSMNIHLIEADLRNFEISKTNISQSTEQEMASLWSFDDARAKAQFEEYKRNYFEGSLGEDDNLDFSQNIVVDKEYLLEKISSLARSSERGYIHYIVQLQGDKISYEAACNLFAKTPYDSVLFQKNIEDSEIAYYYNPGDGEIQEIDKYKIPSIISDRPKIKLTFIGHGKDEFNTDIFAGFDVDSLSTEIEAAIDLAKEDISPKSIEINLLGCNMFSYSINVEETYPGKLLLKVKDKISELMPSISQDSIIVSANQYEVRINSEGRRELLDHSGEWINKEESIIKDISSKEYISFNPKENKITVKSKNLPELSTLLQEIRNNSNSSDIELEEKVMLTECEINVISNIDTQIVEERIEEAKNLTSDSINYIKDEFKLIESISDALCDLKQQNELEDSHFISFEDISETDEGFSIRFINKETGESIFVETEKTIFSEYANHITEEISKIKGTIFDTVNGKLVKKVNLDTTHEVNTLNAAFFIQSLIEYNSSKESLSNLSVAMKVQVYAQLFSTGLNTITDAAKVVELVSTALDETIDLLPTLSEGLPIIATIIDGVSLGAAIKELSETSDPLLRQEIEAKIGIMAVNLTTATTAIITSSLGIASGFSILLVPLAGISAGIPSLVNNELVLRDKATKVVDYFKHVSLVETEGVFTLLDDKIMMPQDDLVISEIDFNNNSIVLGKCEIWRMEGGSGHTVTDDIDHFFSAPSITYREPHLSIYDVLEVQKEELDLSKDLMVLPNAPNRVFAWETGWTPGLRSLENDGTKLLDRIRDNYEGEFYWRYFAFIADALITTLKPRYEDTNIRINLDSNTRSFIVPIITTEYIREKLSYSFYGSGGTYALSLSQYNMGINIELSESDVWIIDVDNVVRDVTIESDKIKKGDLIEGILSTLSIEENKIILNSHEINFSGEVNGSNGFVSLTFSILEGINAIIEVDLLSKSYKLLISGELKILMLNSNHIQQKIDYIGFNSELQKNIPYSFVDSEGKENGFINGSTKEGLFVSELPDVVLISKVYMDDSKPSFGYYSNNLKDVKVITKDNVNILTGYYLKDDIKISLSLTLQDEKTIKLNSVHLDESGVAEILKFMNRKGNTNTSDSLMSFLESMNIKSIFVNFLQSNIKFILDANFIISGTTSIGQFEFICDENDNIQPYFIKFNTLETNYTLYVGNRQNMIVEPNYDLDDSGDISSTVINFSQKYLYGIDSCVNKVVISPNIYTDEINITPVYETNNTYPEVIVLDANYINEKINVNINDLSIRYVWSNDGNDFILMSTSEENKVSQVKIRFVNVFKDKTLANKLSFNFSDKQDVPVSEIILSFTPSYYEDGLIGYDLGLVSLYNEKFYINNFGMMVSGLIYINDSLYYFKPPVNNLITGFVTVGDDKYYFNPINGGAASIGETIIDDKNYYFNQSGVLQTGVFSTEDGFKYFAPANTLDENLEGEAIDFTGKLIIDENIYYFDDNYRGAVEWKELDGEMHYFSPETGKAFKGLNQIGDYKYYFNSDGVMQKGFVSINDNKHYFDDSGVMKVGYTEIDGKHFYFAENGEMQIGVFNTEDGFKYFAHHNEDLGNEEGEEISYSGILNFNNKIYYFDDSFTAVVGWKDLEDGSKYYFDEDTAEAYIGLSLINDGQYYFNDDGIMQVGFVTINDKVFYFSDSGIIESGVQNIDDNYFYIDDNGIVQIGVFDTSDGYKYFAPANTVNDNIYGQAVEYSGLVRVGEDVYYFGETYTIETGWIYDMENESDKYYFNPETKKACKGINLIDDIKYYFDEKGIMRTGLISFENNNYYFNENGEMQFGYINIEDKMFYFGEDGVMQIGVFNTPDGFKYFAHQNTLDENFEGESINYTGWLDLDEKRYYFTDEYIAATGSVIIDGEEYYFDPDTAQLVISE
# Vc quorum ag: induces V. cholerae light production without autoinducers; V. cholerae BH1578 lux reporter, luminescence, 6 h; AID 588436; 350,000 compounds, 0.16% hits; activation, % at 18.7 µM; in the data active means activation mostly above about 9.7%, no sharp cut-off; inconclusive means no clear call, values can overlap the other calls; inactive means mostly below about 3.7%; further: not every result past the cut was called active; inactives centre near 0; reference of the scale not given here
# SARS 3CLpro inh: SARS-CoV 3CLpro protease inhibition | recombinant SARS-CoV 3CLpro, quenched FRET peptide cleavage | inhibition, % at 6 µM | 290,000 compounds, 0.14% hits; in the data active means inhibition above about 12%
# PriA SSB inh: K. pneumoniae PriA-SSBct interaction inhibition. AlphaScreen SSBct-PriA binding, biotinylated peptide. inhibition, % at 33 µM. 430,000 compounds, 0.6% hits; in the data active means inhibition mostly above about 37%, no sharp cut-off; inactive means mostly below about 20%;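 further: plate controls were negative control peptide for no effect and reference peptide for full effect; strong numbers were not always called active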
# Yp Topo-I inh: blocks Yersinia pestis topoisomerase I activity. Y. pestis Topo-I cleavage product accumulation, plate reader. activity, % at 10 µM. 360,000 compounds, 0.064% hits. AID 504884; in the data active means activity above about 50%, passing the limit was not always enough; inconclusive means no clear call, values can overlap the other calls; further: inactives centre near 2
# Anthrax LF prot: anthrax lethal factor protease inhibition. AID 588501. P15917. inhibition, % at 10 µM. 360,000 compounds, 0.12% hits. multiplex microsphere protease cleavage assay, LF; further: plate controls were buffer without enzyme for full effect and enzyme alone for no effect
# PfHsp40 rescue: restores yeast growth despite PfHsp40 toxicity | S. cerevisiae expressing PfHsp40, growth rescue, ATP luminescence | growth rescue, % at 12.5 µM | 340,000 compounds, 0.68% hits; in the data active means growth rescue above about 28%, passing the limit was not always enough; inconclusive means no clear call, values can overlap the other calls;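 further: yeast W303a lacking pdr1 and pdr3 grown in galactose medium; growth measured after three days at 30 °C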
# BoNT-A LC inh2: blocks Botulinum neurotoxin A light chain protease; multiplex microsphere protease substrate cleavage, flow cytometry; inhibition, % at 10 µM; 360,000 compounds, 0.17% hits; further: plate controls were buffer without enzyme for full effect and enzyme alone for no effect
# Active calls of the source: *; i = inactive; ? = inconclusive; . = not tested or not shown; & = joins results of further samples. Unless noted, no stated cut-off is given here; in the data, active means inhibition above about 30%; inconclusive means no clear call, values can overlap the other calls; inactive means below that. These rows are one share of the data; count on the stated rates, not on these rows.
SMILES,PrPC surface inh,TcdB inh,Vc quorum ag,SARS 3CLpro inh,PriA SSB inh,Yp Topo-I inh,Anthrax LF prot,PfHsp40 rescue,BoNT-A LC inh2
COc1cccc(C(C)(O)c2nc(-c3ccccc3C)cs2)c1 (stereo not drawn),2,1.3,-0.1,.,.,4,-1,.,-0.3
c1ccc(-c2cccc(-c3ccccn3)n2)nc1,.,0.9,-0.5,-1,104*,-10,17,-0.6,2.4
CCN(Cc1ccccc1)C(=O)c1[nH]c2ccc(OC)cc2c1C,6,-3.5,-0.5,0,-5,6,-13,3.6,1.0
O=C(Nc1cccc(-c2ccc(N3CCOCC3)nn2)c1)c1ccc(F)cc1F,-7,-0.9,i,.,-12,-5,-2,-0.3,6.1
O=C(NC1CCCC1)c1nc2c(nnn2Cc2ccccc2Cl)c(=O)[nH]1,0,0.3,i,0,-2,11,-9,0.3,-1.4
Cc1ccc2oc(=O)c3cc(C(=O)NCCCN4CCc5ccccc5C4)sc3c2c1,-1,-0.1,-0.2,-2,2,18,10,1.2,0.4
Cc1cc(CN2CCC(n3nccc3NC(=O)c3ccccc3C)CC2)n[nH]1,-10,-0.3,-12,0,2,9,-2,-1.5,0.7
COc1cc(NC(N)=S)c(OC)cc1Cl,-3,-0.7,-0.6,1,-8,7,-27,-2.3,?
O=C(c1ccc(F)cc1)N1CCC(N2CCOCC2)CC1,5,.,i,2,3,0,-2,-0.2,-0.6
CCN(CC(=O)NCc1cccs1)C(=O)c1cccc(Cl)c1,-3,0.3,-0.4,.,-7,3,-2,0.0,-0.4
O=C(CCCn1c(SCC(=O)c2ccc(O)c(O)c2)nc2ccccc2c1=O)NCC1CCCO1 (stereo not drawn),-2,.,i,0,-6,-1,2,0.7,-0.5
COc1ccc(C)cc1S(=O)(=O)N(CC(=O)Nc1cc([N+](=O)[O-])ccc1C)c1ccc(C)c(C)c1,2,1.4,-0.2,3,9,27,0,-1.6,-0.5
CCOc1ccc(CN2CCN(Cc3cnn(CC)c3C)CC2CCO)cc1 (stereo not drawn),-6,0.7,0.5,5,-7,-1,-3,0.5,-0.3
O=C(Nc1ccccc1C(=O)O)c1ccc(NC(=O)C2CCCO2)cc1 (stereo not drawn),4,-6.0,0.9,2,-4,1,-1,0.4,-1.5
O=S(=O)(c1ccc2c(c1)OCCO2)N1CCN(c2ncnc3sccc23)CC1,18,-0.7,i,2,-13,35,-3,3.7,0.1
CC(C)C(=O)N1CCCC1(C)C(=O)Nc1ccc2c(c1)OCO2 (stereo not drawn),.,.,i,.,.,-2,0,.,-0.1
O=C(Nc1ccc2c(c1)OCO2)C1CC(=O)N(c2ccc3c(c2)OCCO3)C1 (stereo not drawn),6,0.8,i,1,4,-2,1,0.7,-0.2
Cc1cccnc1Nc1nc(-c2ccc(O)c(O)c2)cs1,3,-0.3,2.2,2,19,-3,-10,5.7,-0.9
COc1ccc(S(=O)(=O)N(CC(C)C)CC(C)C)c2cccnc12,12,1.4,-0.3,-2,-4,11,7,-0.9,-0.7
O=C(O)CSCC(=O)Nc1ccc(Cl)cc1C(F)(F)F,2,1.6,-0.2,0,5,0,1,0.4,0.3

# A portion from the list above, as a working copy:
SMILES,PrPC surface inh,TcdB inh,Vc quorum ag,SARS 3CLpro inh,PriA SSB inh,Yp Topo-I inh,Anthrax LF prot,PfHsp40 rescue,BoNT-A LC inh2
c1ccc(-c2cccc(-c3ccccn3)n2)nc1,.,0.9,-0.5,-1,104*,-10,17,-0.6,2.4
CCN(Cc1ccccc1)C(=O)c1[nH]c2ccc(OC)cc2c1C,6,-3.5,-0.5,0,-5,6,-13,3.6,1.0
O=C(Nc1cccc(-c2ccc(N3CCOCC3)nn2)c1)c1ccc(F)cc1F,-7,-0.9,i,.,-12,-5,-2,-0.3,6.1
O=C(NC1CCCC1)c1nc2c(nnn2Cc2ccccc2Cl)c(=O)[nH]1,0,0.3,i,0,-2,11,-9,0.3,-1.4
Cc1ccc2oc(=O)c3cc(C(=O)NCCCN4CCc5ccccc5C4)sc3c2c1,-1,-0.1,-0.2,-2,2,18,10,1.2,0.4
Cc1cc(CN2CCC(n3nccc3NC(=O)c3ccccc3C)CC2)n[nH]1,-10,-0.3,-12,0,2,9,-2,-1.5,0.7
COc1cc(NC(N)=S)c(OC)cc1Cl,-3,-0.7,-0.6,1,-8,7,-27,-2.3,?
O=C(c1ccc(F)cc1)N1CCC(N2CCOCC2)CC1,5,.,i,2,3,0,-2,-0.2,-0.6
CCN(CC(=O)NCc1cccs1)C(=O)c1cccc(Cl)c1,-3,0.3,-0.4,.,-7,3,-2,0.0,-0.4
O=C(CCCn1c(SCC(=O)c2ccc(O)c(O)c2)nc2ccccc2c1=O)NCC1CCCO1 (stereo not drawn),-2,.,i,0,-6,-1,2,0.7,-0.5
COc1ccc(C)cc1S(=O)(=O)N(CC(=O)Nc1cc([N+](=O)[O-])ccc1C)c1ccc(C)c(C)c1,2,1.4,-0.2,3,9,27,0,-1.6,-0.5
CCOc1ccc(CN2CCN(Cc3cnn(CC)c3C)CC2CCO)cc1 (stereo not drawn),-6,0.7,0.5,5,-7,-1,-3,0.5,-0.3

# The listing picks up, repeating the 2 entries before the break.
SMILES,PrPC surface inh,TcdB inh,Vc quorum ag,SARS 3CLpro inh,PriA SSB inh,Yp Topo-I inh,Anthrax LF prot,PfHsp40 rescue,BoNT-A LC inh2
COc1ccc(S(=O)(=O)N(CC(C)C)CC(C)C)c2cccnc12,12,1.4,-0.3,-2,-4,11,7,-0.9,-0.7
O=C(O)CSCC(=O)Nc1ccc(Cl)cc1C(F)(F)F,2,1.6,-0.2,0,5,0,1,0.4,0.3
Cc1ccc(NC(=O)c2cc(-c3ccccc3)n[nH]2)cc1,6,2.3,i,1,-6,6,-3,1.2,-1.7
Clc1ccc(C(c2nnnn2C2CCCC2)N2CCSCC2)cc1 (stereo not drawn),1,3.0,0.9,-4,0,22,-3,1.5,1.4
CCCC(=O)N1CCC1(C)C(=O)NS(=O)(=O)c1cc(C)ccc1F (stereo not drawn),0,0.0,i,.,.,-1,1,.,0.3
CC(C)(C)C(=O)NCc1ccc(C(=O)CSc2nnc3n2CCCCC3)s1,-10,0.1,-4.5,.,.,7,6,.,1.1
O=C(CN(Cc1ccccc1Cl)C(=O)CCC(=O)Nc1nccs1)NCC1CCCO1 (stereo not drawn),-9,0.8,i,4,-5,-8,-2,-0.8,-2.3
Cc1ccc2oc(C(=O)N3CCCCCC3)c(C)c2c1,3,1.4,-0.1,-3,-14,8,4,4.0,-1.7
CC12CCC(C/C1=N/NC(=O)COc1ccccc1Cl)C2(C)C (stereo not drawn),1,0.6,-0.4,1,.,-17,2,0.7,-0.2
COc1ccc(NC(=O)c2ccc(NC3CC(=O)N(c4ccc(C)cc4C)C3=O)cc2)cc1 (stereo not drawn),6,0.3,-0.4,2,-2,27,0,-1.2,-1.0
COc1ccc(-c2nc(C#N)c(NCc3ccccc3Cl)o2)cc1OC,0,1.5,-0.1,3,-6,1,4,-0.8,1.0
CC(=NCCN1CCCCC1)c1c(O)n(Cc2ccccc2)c(=O)[nH]c1=O,4,.,0.7,4,0,7,2,0.2,-0.6
CCCCNC(=O)c1onc(CSc2ccccc2)c1C(=O)NCCCC,7,0.4,i,.,-11,11,-4,1.9,-0.4
Cc1ccc(Sc2ncccc2COC(=O)Nc2c(C)cccc2C)cc1,8,.,i,1,-26,-7,-11,6.0,0.1
C=CCNC(=O)C1CCN(C(=O)c2ccc(-c3ccccc3)cc2)CC1,-6,.,-0.9,4,-7,3,-4,0.9,-0.2
Cc1cc(C)nc(/N=C(\N)Nc2cccc(OCc3ccccc3)c2)n1,12,2.0,-0.6,-3,.,10,7,-1.0,-0.5
Cc1ccc(C(=O)NC2CCN(S(=O)(=O)c3ccccc3)CC2)cc1,-1,1.6,-0.3,-1,-4,2,1,0.8,0.4
Cc1ccc(N(CC(=O)NC(C)(C)C)C(=O)CS(=O)CC(=O)Nc2ccc3c(c2)OCO3)cc1 (stereo not drawn),2,1.2,i,2,5,3,5,0.1,-0.1
CCOc1ccc(C(=O)CCC(=O)Nc2cc(C)ccn2)cc1,0,1.2,-0.7,.,-11,8,.,0.4,.
CCC(C(=O)NC(C)CCc1ccccc1)n1nc(C)n2c(cc3occc32)c1=O (stereo not drawn),.,.,i,-3,6,23,5,0.3,0.6
Fc1ccc2cnc(CCO[C@H]3CCCCO3)cc2c1,3,1.7,0.6,.,-10,20,-9,-0.6,-0.6
O=C(c1n[nH]c(=O)c2ccccc12)N1CCN(c2ccc(F)cc2)CC1,0,.,i,-2,-9,11,3,2.4,0.0
C#CCOCCOCCOCCNc1nc(N2CCN(C(=O)[C@H]([C@@H](C)CC)n3cc([C@@H](N)CC(C)C)nn3)CC2)nc(N2CCN(C(=O)[C@H](Cc3ccc(O)cc3)n3cc([C@@H](N)C(C)CC)nn3)CC2)n1 (stereo partly drawn),1,0.9,-5.0,1,9,-1,-6,-0.1,0.3
Cc1cccc(OCc2nnc(SCC(=O)Nc3ncc(C)s3)o2)c1,1,0.2,-0.3,3,-2,17,-1,0.5,-0.4
N#Cc1ccc(CSc2nnc(-c3ccccc3)n2Cc2ccco2)cc1,0,.,i,5,-6,13,-2,-0.2,?
Cc1cccc(N2CCN(C(=O)C3CCN(S(=O)(=O)c4cccc5nsnc45)CC3)CC2C)c1 (stereo not drawn),-7,.,-6.2,4,10,21,-3,0.5,-1.7
Cc1cc(NCc2cccnc2)no1,-2,0.6,-0.8,4,0,-3,4,0.5,0.1
CCOC(=O)c1sc(NC(=O)c2c(OC)cccc2OC)nc1C,8,.,i,8,5,1,3,0.5,-0.1
CC(=O)c1ccc(OCC(C)Oc2ccc(C#N)cc2)cc1 (stereo not drawn),-4,1.5,i,-1,-29,19,-2,1.1,-1.0
CC1CCCCC1NC(=O)CSc1nnc(COc2ccccc2Cl)o1 (stereo not drawn),2,.,-0.5,-3,-10,4,-1,-1.3,-0.7
COc1ccc(CC(=O)NNC(=O)CCc2ccccc2)cc1OC,0,0.6,-0.4,-2,-2,5,-2,-1.0,0.1
O=C(Nc1ccccc1Cl)/C(Cl)=C(\Cl)S(=O)c1ccccc1 (stereo not drawn),94*,2.2,-0.5,1,5,14,-4,-0.2,0.1
Cc1ccc(OCc2nnc(NC(=O)c3ccco3)s2)c(C)c1,1,.,-7.1,3,-8,10,1,0.9,-0.5
CCOC(=O)C1CCN(C(=O)COC(=O)CNC(=O)c2ccc(OC)cc2)CC1,7,0.7,-0.1,3,-11,-16,-6,-0.5,0.2
CC(C)n1cc(C(=O)N2CCCC(N3CCN(c4ccc(F)cc4)CC3)C2)cn1 (stereo not drawn),5,-0.4,i,5,-8,4,1,-0.2,-0.5
O=C(Cn1nnc(-c2ccccc2)n1)NC1CCS(=O)(=O)C1 (stereo not drawn),4,2.6,-0.5,.,10,7,-4,-1.3,0.7
O=C1[C@H]2[C@@H](c3ccccc3)N[C@]3(CCCN(Cc4ccc(C(F)(F)F)cc4)C3=O)[C@H]2C(=O)N1Cc1ccccc1,-7,-0.6,i,.,.,5,-10,.,-0.5
[O-]/[N+](=C\c1ccco1)c1ccc(Cl)cc1,5,0.9,-0.5,-4,6&20,-5,0,1.9,0.1
CC(=O)N1c2ccc(S(=O)(=O)N3CCC(C(=O)N4CCC(C)CC4)CC3)cc2CC1C (stereo not drawn),8,1.6,i,4,-8,2,3,-1.3,1.5
CCOc1ccc(N2CC(O)Cn3c2nc2c3c(=O)n(CCCc3ccccc3)c(=O)n2C)cc1 (stereo not drawn),-5,.,-1.4,0,-33,16,-5,-0.8,-0.7
c1ccc(-c2nnc(-c3ccccn3)s2)nc1,-6,0.4,-0.9,2,5,2,.,-1.6,.
c1cc(-c2sc(-c3ccncc3)c(-c3ccncc3)c2-c2ccncc2)ccn1,-1,2.4,0.4,1,-14,4,.,.,.

# Assay outcomes: PubChem BioAssay, several laboratories
